# Assay outcomes (PubChem)
# OXTR potentiator: human OXTR potentiation; CHO-OTR cells, Fluo-8 calcium fluorescence, potentiator mode; 0% = oxytocin EC15, 100% = EC100; 0.061% of 320,000 active; activation, % at 3 µM; P30559; AID 2445;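 active = activation above that plate's cutoff, the mean activation of tested compounds plus 3 SD, cut at about 6.6% in these data, passing the limit was not always enough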;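 note: 100% uses oxytocin at 75 nM as the full agonist control; some results filed as inactive read as strong as hits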
#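 Replication – single well per compound, singlicate · Assay system – CHO cell line stably expressing human OTR · Timing – 6 min pre-incubation, 100 s read · Measure – normalized max/min fluorescence ratio, % activation · Doses – 3.0 µM, one dose · Detection – Fluo-8 calcium dye fluorescence · Probe or stimulus – oxytocin near EC15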
# CHO-K1 Ca antag: M1 antagonist counterscreen hit in parental CHO-K1 cells | 0.6% of 360,000 active | inhibition, % at 3 µM | ATP-induced calcium, Fluo-8 fluorescence;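 active = inhibition above a per-plate cutoff, the plate's mean sample inhibition plus 3 SD, cut at about 24% in these data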;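 note: 0% = DMSO plus EC80 ATP and 100% = DMSO alone without ATP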
# OXTR ag: human OXTR agonism. P30559. CHO-OTR cells, Fluo-8 calcium fluorescence; normalized: DMSO 0%, oxytocin 100%. activation, % at 3 µM. 0.32% of 320,000 active. AID 2435;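 active = activation above the mean of all tested compounds plus 3 SD, cutoff set per screening run, cut at about 20% in these data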;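 note: peak over basal fluorescence ratio from a 100 s FLIPR kinetic read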
# CHO parental Ca: counter-screen: ATP calcium response change in parental CHO cells. 0.63% of 330,000 active. inhibition, % at 5.6 µM. AID 463079. parental CHO-K1, ATP-induced calcium, Fluo-8 fluorescence;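 active = inhibition above that plate's mean sample inhibition plus 3 SD, cut at about 26% in these data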;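 note: 0% = ATP-challenged DMSO wells and 100% = DMSO wells without ATP; some compounds past the cut are filed as inactive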
#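 Material – parental CHO cells · Reagent – ATP stimulus · Compound – single nominal dose of 5.6 µM per compound · Detection – Fluo-8 fluorescence · Read-out basis – percent inhibition of calcium signal · Controls – ATP-challenged DMSO wells low, unchallenged DMSO wells high · Repeats – no replicates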
# V1aR counter: activates human V1a receptor in oxytocin agonist counter-screen; P37288; CHO-V1R cells, Fluo-8 calcium fluorescence, agonist mode; 0% DMSO, 100% 3 nM vasopressin; activation, % at 3 µM; 0.25% of 320,000 active; AID 2797;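 active = activation above the mean activation of all tested compounds plus 3 SD, per screening run, cut at about 20% in these data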;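 note: signal is peak over basal fluorescence ratio across a 100 second FLIPR read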
# Target sequence (P37288 whole entry, looked up): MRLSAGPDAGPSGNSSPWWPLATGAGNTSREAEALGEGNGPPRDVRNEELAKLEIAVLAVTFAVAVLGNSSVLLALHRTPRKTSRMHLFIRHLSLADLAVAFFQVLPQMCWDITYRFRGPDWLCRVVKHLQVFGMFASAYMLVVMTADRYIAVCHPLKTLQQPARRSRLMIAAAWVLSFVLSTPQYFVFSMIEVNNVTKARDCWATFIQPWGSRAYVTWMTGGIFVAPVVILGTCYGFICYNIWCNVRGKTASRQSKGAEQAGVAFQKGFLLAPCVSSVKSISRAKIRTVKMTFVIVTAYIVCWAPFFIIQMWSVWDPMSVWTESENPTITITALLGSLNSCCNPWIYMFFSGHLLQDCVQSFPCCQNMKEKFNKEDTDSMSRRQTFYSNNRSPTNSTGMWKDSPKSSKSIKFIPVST
# GPR7 antag: human neuropeptides B/W receptor 1 antagonism. P48145. GPR7-expressing cells, fluorescence antagonist assay. inhibition, % at 4.4 µM. 1.1% of 290,000 active; in the data active = inhibition above about 16%, passing the limit was not always enough;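 note: cells stimulated with the agonist NPW; 0% = agonist with vehicle and 100% = vehicle without agonist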
# Target sequence (P48145 whole entry, looked up): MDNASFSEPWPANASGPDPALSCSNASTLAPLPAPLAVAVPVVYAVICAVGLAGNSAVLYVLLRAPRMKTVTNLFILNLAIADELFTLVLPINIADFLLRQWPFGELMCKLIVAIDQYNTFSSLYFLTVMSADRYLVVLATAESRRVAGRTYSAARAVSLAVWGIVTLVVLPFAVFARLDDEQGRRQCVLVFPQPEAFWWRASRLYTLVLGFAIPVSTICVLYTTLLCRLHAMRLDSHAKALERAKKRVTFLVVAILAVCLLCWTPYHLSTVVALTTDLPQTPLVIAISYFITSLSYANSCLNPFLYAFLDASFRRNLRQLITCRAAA
# TAAR1 antag: human TAAR1 antagonism; CHO RD-HGA16 TAAR1, Fluo-8 calcium fluorescence, antagonist; Q96RJ0; inhibition, % at 3 µM; 1.5% of 360,000 active;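 active = inhibition above a per-plate cutoff, the mean inhibition of test compounds on that plate plus 3 SD, cut at about 49% in these data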;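 note: 0% = DMSO plus EC80 beta-PEA response and 100% = DMSO alone without agonist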
#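 Test system: RD-HGA16 CHO cells with stable hTAAR1 and Gα16 / Probe or stimulus: EC80 β-phenethylamine stimulus / Times: seeding 17-24 h prior, 75-min 37 °C, 30-min RT dye loading / Detection: Fluo-8 calcium-sensitive fluorescence / Read-out basis: % inhibition scaled between DMSO and EC80 PEA controls / Repeats: singlicate, one well per test compound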
# CHO-K1 Ca ag: M1 agonist counterscreen hit in parental CHO-K1 cells | 0.48% of 360,000 active | Fluo-8 calcium fluorescence; scaled to maximal ATP response, vehicle zero | activation, % at 3 µM; in the data active = activation above about 15%;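 note: untransfected CHO-K1 host cells lacking M1 receptor as counterscreen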
# M1 PAM parental: nonselective activator or artifact in parental CHO-K1 calcium assay; ATP EC20, Fluo-8 calcium fluorescence; 0% at ATP EC20, 100% at ATP max; activation, % at 3 µM; 0.02% of 360,000 active;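 active = activation above the run cutoff, the mean activation of all test compounds plus 3 SD, cut at about 40% in these data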;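 note: peak over basal fluorescence ratio in a 140 s read after ATP addition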
# * marks the source's active call; other numbers are inactive results; x = not tested or not shown.
smiles,CHO-K1 Ca antag,CHO parental Ca,TAAR1 antag,V1aR counter,M1 PAM parental,OXTR ag,CHO-K1 Ca ag,GPR7 antag,OXTR potentiator
Cc1cccc2sc(N3CCN(C(=O)C4COc5ccccc5O4)CC3)nc12 (stereo not drawn),2,-11,42,2.4,-6,3.3,4.2,x,-11
CC(=O)c1sc(NC(=O)CCS(=O)(=O)c2ccc(C)cc2)nc1C,-6,-13,-11,-0.6,5,-0.9,0.7,x,0
Cc1ccc(OCc2cc(C(=O)N3CCCC(O)C3)no2)cn1 (stereo not drawn),-17,13,6,0.9,26,1.7,0.7,-7,-5
CCOC(=O)c1c(C)[nH]c(C(=O)CN2C(=O)NC(C)(C)C2=O)c1C,6,x,-30,x,-15,x,0.3,x,x
N=C1/C(=C\c2ccc(-c3cc(Cl)cc(Cl)c3)o2)C(=O)N=C2SC=C(c3ccccc3)N12,-16,2,-2,-0.7,25,-1.9,0.2,7,-4
CCN(CC)C(=O)CN1C(=O)NC2(CCc3ccccc3C2)C1=O (stereo not drawn),-5,5,-22,0.1,-8,-0.4,0.0,4,-3
CCOC(=O)c1cc2c(=O)n3ccccc3nc2n(Cc2ccccc2)c1=N,-3,4,-14,1.8,12,0.7,0.0,-2,-4
CNc1nccc(-c2ccc(Cl)cc2)c1C#N,-9,-2,21,-1.8,10,-2.5,-0.4,-16,-7
CCOc1ccc(NC(=O)CS(=O)CC(=O)N(CC(=O)NC(C)(C)C)C2CCCC2)cc1 (stereo not drawn),15,-8,-9,-0.1,23,0.1,-0.1,-15,-4
Cc1ccn2c(NC(=O)c3cccs3)c(-c3ccccc3)nc2c1,-9,-12,4,0.5,9,-0.4,2.4,-11,-3
COc1ccc(NC(=O)N2CCN(S(=O)(=O)c3ccc(F)cc3)CC2)c(OC)c1,10,x,-18,x,-28,x,0.4,5,x
CCCCN(C(=O)CCC(=O)OCC(=O)NCc1ccccc1)c1c(N)n(CCC)c(=O)[nH]c1=O,-12,-15,-4,-0.1,1,1.1,0.1,x,-7
O=C(CSc1nnnn1Cc1ccccc1)N1CCN(c2ccccc2)CC1,-5,-15,9,0.1,25,0.5,0.9,-5,-17
CCOCCOC(=O)C1=C(C)N(C)C(=O)NC1c1cc(Cl)c(O)c(OCC)c1 (stereo not drawn),14,-11,-10,-0.4,-5,-1.3,-0.1,2,-15
O=C(c1cccc(S(=O)(=O)Nc2ccccc2Cl)c1)N1CCN(c2ccccc2O)CC1,-13,-20,29,5.5,0,1.9,4.0,x,-9
CN(CC(=O)Nc1ccccc1Br)C(=O)c1ccccc1OCc1ccc(F)cc1,-6,-18,3,0.3,4,-3.0,1.6,x,-2
CC1Sc2ccc(S(=O)(=O)CCC(=O)NCc3cccs3)cc2NC1=O (stereo not drawn),-17,-2,-37,2.1,9,1.9,2.1,-4,-6
CCN(CC)S(=O)(=O)c1ccc2c(c1)nc(SCC(=O)N1CCCCCC1)n2-c1ccc(OC)cc1,-12,-6,-1,0.4,10,-1.6,1.4,-5,-20
Cc1ccc(/C=C/C(=O)N2CCN(c3ncccn3)CC2)o1,-6,-5,-23,0.5,20,-1.3,0.4,4,-7
CCn1cc(CN2CCCC(CNC(=O)COc3ccccc3OC)C2)c(C)n1 (stereo not drawn),-15,-3,-26,0.5,-12,-0.4,0.2,-8,-3
CC(C)(C)c1ccc(-c2noc(-c3ccno3)n2)cc1,-3,3,12,5.8,14,0.1,-0.1,-6,-11
Cn1cc([N+](=O)[O-])c(C(=O)N(Cc2ccccc2)Cc2ccccc2)n1,-7,-2,-10,-0.2,13,0.6,0.8,-6,-4
CC(=O)Nc1ccc2nc(-c3cccn3C)[nH]c2c1,-1,-8,7,1.1,14,-0.1,1.0,-2,-14
O=C(Oc1cccc(NC(=O)c2ccco2)c1)c1ccc(Br)c(S(=O)(=O)N2CCCCC2)c1,5,0,-2,1.0,4,-0.4,0.5,-11,-11
CS(=O)(=O)c1ccc(NC(=O)CCN2C(=O)NC3(CCCC3)C2=O)cc1,-4,-4,-12,0.3,16,0.7,1.1,x,2

# 4 compounds picked at random from the list so far:
smiles,CHO-K1 Ca antag,CHO parental Ca,TAAR1 antag,V1aR counter,M1 PAM parental,OXTR ag,CHO-K1 Ca ag,GPR7 antag,OXTR potentiator
O=C(c1cccc(S(=O)(=O)Nc2ccccc2Cl)c1)N1CCN(c2ccccc2O)CC1,-13,-20,29,5.5,0,1.9,4.0,x,-9
CCn1cc(CN2CCCC(CNC(=O)COc3ccccc3OC)C2)c(C)n1 (stereo not drawn),-15,-3,-26,0.5,-12,-0.4,0.2,-8,-3
Cc1ccc(/C=C/C(=O)N2CCN(c3ncccn3)CC2)o1,-6,-5,-23,0.5,20,-1.3,0.4,4,-7
CC(=O)c1sc(NC(=O)CCS(=O)(=O)c2ccc(C)cc2)nc1C,-6,-13,-11,-0.6,5,-0.9,0.7,x,0

# Returning to the listing, starting two compounds before the break.
smiles,CHO-K1 Ca antag,CHO parental Ca,TAAR1 antag,V1aR counter,M1 PAM parental,OXTR ag,CHO-K1 Ca ag,GPR7 antag,OXTR potentiator
O=C(Oc1cccc(NC(=O)c2ccco2)c1)c1ccc(Br)c(S(=O)(=O)N2CCCCC2)c1,5,0,-2,1.0,4,-0.4,0.5,-11,-11
CS(=O)(=O)c1ccc(NC(=O)CCN2C(=O)NC3(CCCC3)C2=O)cc1,-4,-4,-12,0.3,16,0.7,1.1,x,2
Cc1ccc2nc(SCC(=O)Nc3cc(C)on3)c(C)cc2c1,-7,0,-5,-0.4,2,-0.3,0.1,-5,0
COc1cccc(NC(=O)c2cc3c(=O)n4ccccc4nc3n(CC(C)C)c2=N)c1,-14,-5,-17,0.4,24,0.4,0.5,-11,-9
CC1=CC(=O)C=CC1(C)C(Cl)(Cl)Cl (stereo not drawn),-3,1,-10,-0.6,-3,-0.2,-0.1,-11,3
C(=N\C(/N=C/c1ccco1)c1ccco1)/c1ccco1,-9,12,3,1.8,14,-1.1,1.1,-12,-18
CCS(=O)(=O)N1CCC(C(=O)NCc2cccc(OC)c2)CC1,-19,-11,-7,-0.4,18,0.0,0.4,-11,-2
CC(=O)N1CC23C=CC(CC2CC12CCCCCC2)O3 (stereo not drawn),0,-13,-8,1.1,4,-0.5,1.2,-5,-3
CCNC(=O)COC(=O)C1C(C(=O)OCC)=C(C)NC(C)=C1C(=O)OCC,-9,-3,5,1.0,15,-0.6,2.4,-3,-2
O=C1CSC(=S)N1/N=C/c1c(F)cccc1F,-5,-4,9,0.9,-5,0.1,0.2,-10,-2
CC[C@H](C)[C@H](NC(N)=O)C(=O)NCCc1ccc(OC)c(OC)c1,-24,-4,-18,-0.3,6,0.7,0.1,-12,2
CCN1CCc2[nH]c3ccccc3c2C1,-12,-3,-15,0.4,1,-0.2,0.5,1,-9
CCC[N+](CC#CCO)(CC#Cc1ccccc1)CCC,-5,-10,-12,-1.5,18,-0.1,1.4,-2,-3
CCOC(=O)c1c(S(=O)(=O)NCC(=O)N2CCN(c3ccc(OC)cc3)CC2)c(C)n(C)c1C,-15,-11,-24,-0.7,13,-2.0,-0.8,-2,0
O=C(CCCC(=O)OCC(F)(F)C(F)F)Nc1ccc(NC(=O)CCCC(=O)OCC(F)(F)C(F)F)cc1,-7,-6,16,4.2,0,1.0,1.0,5,-8
C=CCN1C(=O)c2ccccc2Sc2ccc(C(=O)NCC(OC)OC)cc21,-17,-10,-9,0.2,17,0.6,0.5,-2,-7
COc1ccccc1Cn1c(C)c(C(=O)NCc2ccc3c(c2)OCCO3)sc1=O,4,x,33,x,7,x,1.4,x,x
CC(=O)Nc1cc(O)cc(O)c1,-9,-11,-6,0.6,9,-0.3,0.3,-10,-13
COc1ccc(CNC2CCCC2)c(OC)c1OC,3,-11,-17,1.2,-5,0.1,-0.1,-13,-18
O=C(O)CN(Cc1ccco1)S(=O)(=O)c1ccc(F)cc1,5,-1,-14,-0.9,10,0.3,1.1,-12,-5
O=C(O/N=C/c1cccc([N+](=O)[O-])c1)C1CC1,-3,-4,-7,1.0,1,0.5,-0.1,-11,-6
COc1ccc(NC(=O)C2CCCN2S(=O)(=O)c2ccc(Cl)cc2)cc1 (stereo not drawn),-24,-17,-44,2.0,8,-0.3,1.8,-7,-10
COC(=O)C1=C[C@@H](C(=O)OC)[C@@H]2C3=C(C(=O)C2(C)C)[C@H](C)n2c(=O)n(-c4ccccc4)c(=O)n2[C@@H]3C1,-8,-15,-9,-0.9,-15,-0.5,-0.4,x,-2
Cc1ccc(-c2cc(C(=O)NCCN3CCOCC3)no2)cc1,-7,-10,-13,0.9,16,0.7,1.0,-10,2
O=c1[nH]c(=O)n(C2CC(O)C(CO)O2)cc1Br (stereo not drawn),-10,x,-26,x,16,x,0.2,x,x
Cc1nn(-c2ccccc2)c2sc(C(=O)OCN3C(=O)c4ccccc4C3=O)cc12,x,-12,x,0.2,x,0.3,x,x,-17
CCc1cccc(CC)c1NC(=O)CSc1nnc(CCC(=O)O)c(=O)[nH]1,-5,-3,8,1.8,10,1.8,0.6,-8,5
CC1COc2ccccc2N1C(=O)c1ccc(F)cc1 (stereo not drawn),-10,0,-6,-0.2,21,-1.2,0.8,2,-5
Cc1cc(N/N=C(/CCC(=O)O)C(=O)O)nc2ccccc12,-12,-8,-1,-0.3,25,0.3,0.5,-3,-10
COc1ccc(C(=O)O)cc1S(=O)(=O)N(C)CCc1ccccn1,-2,15,-35,0.8,8,0.3,0.4,-13,-2
CN1CCN(C(=O)C2CCC(C)(C(=O)O)C2(C)C)CC1 (stereo not drawn),-9,-12,-20,0.5,4,0.5,0.3,-9,-6
COc1ccccc1C1CCN(Cc2ccccc2Cl)CC1,2,-16,-22,-0.6,9,-1.4,-0.2,-9,3
O=C(Cn1cc2c(n1)CCCC2)Nc1ccccc1Br,4,-10,-9,-1.7,10,-2.2,-0.1,-12,-4
O=C(CCc1ccc(S(=O)(=O)NCCc2ccccc2)cc1)N1CCN(Cc2ccc3c(c2)OCO3)CC1,7,8,34,11,10,9.2,6.4,2,-10
COc1ccc(CCNC(=O)CCn2c(=O)[nH]c3cc(OC)c(OC)cc3c2=O)cc1OC,2,-21,-13,0.0,16,0.3,0.7,-4,-7
